Screens (PubChem BioAssay)
SENP1 inh: human SENP1 catalytic domain inhibitors, primary screen, biochemical, FRET, uHTS. actives 0.21% (n = 360,000). inhibition, % at 10 µM. Sentrin-specific protease 1 (Homo sapiens), Q9P0U3. AID 624204, 2012. recombinant SENP1 catalytic domain, CyPet-SUMO1-YPet FRET cleavage;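 active means inhibition at least 30% at 10 µM, raw YFP signal under a set limit, fluorescence ratio 0.5 to 1.5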;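 further: 0% = enzyme with DMSO and 100% = no enzyme wells; some results filed as inactive read as strong as hits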
Target sequence (Q9P0U3 419-644 limits assumed): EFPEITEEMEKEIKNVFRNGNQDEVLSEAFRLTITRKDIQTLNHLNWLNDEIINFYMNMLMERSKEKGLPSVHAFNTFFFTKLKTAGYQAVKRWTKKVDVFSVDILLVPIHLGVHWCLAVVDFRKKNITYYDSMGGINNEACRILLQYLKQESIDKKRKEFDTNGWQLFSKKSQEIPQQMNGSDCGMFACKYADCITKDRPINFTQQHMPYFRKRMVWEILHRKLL
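Assay system – human recombinant His6-tagged SENP1 catalytic domain enzyme · Input – SENP1 enzyme, 20 pM final · Buffer or medium – Tris pH 8 buffer plus EDTA, NaCl, BME, BSA, NP40, catalase · Schedule – 50 min reaction at room temperature · Technique – FRET read of cyan and yellow fluorescence · Control set – no-enzyme wells low, DMSO-plus-enzyme wells high control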
SENP8 inh: human SENP8 protease inhibitors, primary screen, biochemical, fluorescence, Nedd8 protein substrate, uHTS; recombinant SENP8; inhibition, % at 20 µM; actives 0.64% (n = 360,000); AID 602440, 2012; in the data active means inhibition mostly above about 40%, no sharp cut-off; inactive means mostly below about 27%
Target sequence (Q96LD8 whole entry, looked up): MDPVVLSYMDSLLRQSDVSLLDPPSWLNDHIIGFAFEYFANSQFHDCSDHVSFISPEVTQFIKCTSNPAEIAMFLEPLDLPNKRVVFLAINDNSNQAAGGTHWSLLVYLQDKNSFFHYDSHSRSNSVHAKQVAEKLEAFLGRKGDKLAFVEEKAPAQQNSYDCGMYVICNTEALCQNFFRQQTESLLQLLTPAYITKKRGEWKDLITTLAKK
Numbers without * were called inactive. Only part of the results is shown. The share of hits here may be higher or lower than overall.

A first look (two entries):
SENP1 inh,SENP8 inh,molecule
0,-2,Clc1cccc(Cc2c(C3CCCCC3)nc3ccc(Br)cn23)c1
4,10,Cc1cc(C(=O)N2CCC2(C)C(=O)O)nn1C(C)(C)C (stereo not drawn)

The list itself, previewed entries included:
SENP1 inh,SENP8 inh,molecule
0,-2,Clc1cccc(Cc2c(C3CCCCC3)nc3ccc(Br)cn23)c1
4,10,Cc1cc(C(=O)N2CCC2(C)C(=O)O)nn1C(C)(C)C (stereo not drawn)
3,11,COc1ccc(CNC(=O)c2ccc(-n3cncn3)c3ccoc23)cc1OC
0,2,Cc1ccccc1-c1csc(C(O)c2ccc(F)c(F)c2)n1 (stereo not drawn)
0,9,CCOC(=O)[C@]12CCCC=C1N(Cc1cccc3ccccc13)C(=O)[C@H](CC(=O)N1CCC(c3ccccc3)CC1)C2
0,-91,COCCNc1nc2cc(-c3cccc(C(F)(F)F)c3)sc2c(=O)n1C
2,30,Cc1cc(C)c2c(CN3CCCCCCC3)cc(=O)oc2c1
-16,-58,CCCc1nc2c3ccccc3ccn2c1Cc1ccc(C)cc1
0,10,Cc1ccc(CN2CC(N3CCN(C)CC3)CS2(=O)=O)cc1 (stereo not drawn)
-1,7,CCOC1=C2[C@H](c3ccccc3)N(S(=O)(=O)c3ccc(C)cc3)C[C@H]2n2c(=O)n(-c3ccccc3)c(=O)n2C1
2,2,CCN(Cc1ccccc1)c1cc2c(c3c1ccn3C)C1CCC2C1 (stereo not drawn)
3,23,Cc1ccc(S(=O)(=O)N2[C@@H](Cc3ccccc3)CO[C@H]2CC(=O)c2cccc3ccccc23)cc1
2,10,CCC(=O)N1CCCC(C(=O)Nc2nc3ccccc3[nH]2)CC1 (stereo not drawn)
3,16,Cc1ccc(F)c(S(=O)(=O)NC(=O)C2(C)CCN2C(=O)CC(c2ccccc2)c2ccccc2)c1 (stereo not drawn)
-16,-418,Cc1cccc(C)c1NC(=O)C(c1cccc2ccccc12)n1c(=O)c(-c2cc3ccccc3[nH]2)nc2ccccc21 (stereo not drawn)
-7,-261,O=C(Nc1ccc2c(c1)OCCO2)C(c1ccncc1)n1c(=O)c(-c2ccco2)nc2ccccc21 (stereo not drawn)
2,11,C[C@@H]1O[C@H](C2CCCC2)CC2=C1C(=O)OC(C)(C)O2
0,26,O=C1Nc2ccccc2-n2nnnc2C1N1CCN(c2ccc(C(F)(F)F)cc2[N+](=O)[O-])CC1 (stereo not drawn)
0,14,COC(=O)[C@@]12C[C@@H](CC(=O)N3CCC(c4ccccc4)CC3)C(=O)N(CCc3ccc(OC)c(OC)c3)C1=CCC(C)(C)C2
0,4,O=C(Nc1ccc2nc([C@@H]3O[C@H](CO)[C@@H](O)[C@H](O)[C@H]3O)[nH]c2c1)NC(c1ccccc1)c1ccccc1
1,17,CCOC(=O)C1=CCN(S(=O)(=O)c2ccc(C)cc2)C1c1cccc2ccccc12 (stereo not drawn)
-1,11,CCC(=O)N1CCCC(C)(C(=O)Nc2ccc3scnc3c2)C1 (stereo not drawn)
-1,15,O=C1NC[C@@H](CCCCN2CCN(Cc3ccccc3)C(=O)C2=O)N(CC2CCCCC2)C1=O
1,-2,COc1cccc(C(C)(O)c2nc(/C=C/c3ccccc3)cs2)c1 (stereo not drawn)
-1,3,O=c1[nH][nH]c2c1C(c1ccc(Cl)c(Cl)c1)OC(CCc1ccccc1)C2 (stereo not drawn)
-1,16,COc1ccc(NC(=O)C2Cc3c(-c4cccc(NC(C)=O)c4)ccnc3O2)cc1 (stereo not drawn)
-104,-288,Cc1ccc(-c2nc3c4ccccc4ccn3c2Cc2ccccc2C(F)(F)F)cc1
1,13,CN(Cc1ccccc1)C(=O)c1csc([C@@H]2C[C@H](O)[C@@H](CO)O2)n1
1,-27,COCOc1cccc(CN2CCC(C)(Oc3cccc(C#N)c3)C2)c1 (stereo not drawn)
2,20,Cn1cc([C@]2(O)C(=O)N(c3ccccc3)c3ccccc32)c2ccccc21
1,-38,COc1ccc(-c2nc3ccc(Br)cn3c2Cc2cccc(Cl)c2)cc1OC
-2,-22,COC(=O)[C@@]1(Cc2ccc(OC)cc2)[C@H]2c3cc(C(=O)N4CCCC4)n(Cc4ccccn4)c3C[C@H]2CN1C(=O)c1ccccc1
0,15,CCOc1ccc(CCN2C(=S)N([C@@H](Cc3ccc(O)cc3)CN3CCC[C@@H]3CN3C(=S)NC[C@@H]3CC(C)C)C[C@@H]2CC(C)C)cc1
1,12,COc1ccc(C(O)c2nc(-c3ccc4c(c3)OCO4)cs2)cc1 (stereo not drawn)
2,1,COc1cccc(CN2CCC2(C)C(=O)Nc2ccc3c(c2)CCN3C(C)=O)c1F (stereo not drawn)
2,23,CC1(C)OC(=O)C2=C(C[C@@H](C3CCCC3)O[C@H]2c2ccc(Cl)cc2)O1
1,19,COCCNc1ncnc2c1ncn2[C@H]1CN(Cc2ccc(F)cc2)C[C@@H](CO)O1
-1,7,CCCn1cnnc1CNC(=O)[C@H]1O[C@@H](n2ccc(=O)[nH]c2=O)[C@H](O)[C@@H]1O
1,25,O=C(NCc1ccco1)c1ccc2nc([C@@H]3O[C@H](CO)[C@H](O)[C@H](O)[C@H]3O)[nH]c2c1
0,-5,COc1cc(F)ccc1-c1csc(C(NC(C)=O)c2cccc(F)c2)n1 (stereo not drawn)

An excerpt of these results, with each value named:
compound: COCCNc1ncnc2c1ncn2[C@H]1CN(Cc2ccc(F)cc2)C[C@@H](CO)O1
  SENP1 inh: 1	SENP8 inh: 19

compound: CCCn1cnnc1CNC(=O)[C@H]1O[C@@H](n2ccc(=O)[nH]c2=O)[C@H](O)[C@@H]1O
  SENP1 inh: -1	SENP8 inh: 7

compound: O=C(NCc1ccco1)c1ccc2nc([C@@H]3O[C@H](CO)[C@H](O)[C@H](O)[C@H]3O)[nH]c2c1
  SENP1 inh: 1	SENP8 inh: 25

compound: COc1cc(F)ccc1-c1csc(C(NC(C)=O)c2cccc(F)c2)n1 (stereo not drawn)
  SENP1 inh: 0	SENP8 inh: -5

Later entries
SENP1 inh,SENP8 inh,molecule
3,30,CC(C)[C@@H](N)C(=O)NC[C@H]1O[C@@H](n2cnc3c(=O)[nH]c(N)nc32)[C@H](O)[C@@H]1O
1,8,CC1(C(=O)NS(=O)(=O)c2ccc(Cl)cc2)CCN1C(=O)CCc1ccccc1 (stereo not drawn)
2,21,CC1=C(C(=O)N(C(C)C)C(C)C)CC(CC(=O)NC(c2ccccc2)c2ccccc2)C(=O)N1Cc1ccc(C(C)(C)C)cc1 (stereo not drawn)
1,7,CC1(C(=O)Nc2ccc3c(c2)OCCO3)CN(S(C)(=O)=O)CC(=O)N1Cc1cccc(F)c1 (stereo not drawn)
1,35,O=[N+]([O-])c1ccc(CN2CC(N3CC=CC3)CS2(=O)=O)cc1 (stereo not drawn)
-7,-140,COc1ccc(Cc2c(-c3cccc(Cl)c3)nc3ccc(Cl)cn23)c(C)c1
3,1,CCOC(=O)C1(C)CCCCCN1C(=O)c1csnn1 (stereo not drawn)
0,-38,Cc1cc2oc(=O)cc(CN3CCCC3)c2cc1C
-1,18,O=C(CC[C@H]1O[C@@H](n2cnc3c(NC(=O)c4ccccc4)ncnc32)[C@H](O)[C@@H]1O)NCC(F)(F)F
-29,-306,CN(C)C(=O)c1cccc(-c2cnc3c(NC=O)cc(-c4cccc(C(F)(F)F)c4)cn23)c1
-1,21,Cc1ccc2c(CN(Cc3ccccc3)Cc3ccccc3)cc(=O)oc2c1
1,-5,CCCCN(C=O)c1c(CC)nc2ccc(C(=O)N3CCN(C(=O)c4ccco4)CC3)cn12
2,7,CCCNC(=O)C1(C)CCN(Cc2ccc(Oc3ccccc3)cc2)C1 (stereo not drawn)
2,-20,COc1ccc(C(O)c2nc(-c3cnc4ccccc4c3)cs2)cc1 (stereo not drawn)
-1,9,N#CCOc1ccccc1CNC[C@H]1O[C@@H](n2cnc3c(=O)[nH]c(N)nc32)[C@H](O)[C@@H]1O
1,12,O=C1NC[C@H](CCCCN2C[C@H](Cc3ccc(O)cc3)N(CCc3ccc(O)cc3)C(=O)C2=O)N(CC2CCCCC2)C1=O
-20,15,Cn1ccc2c(N3CCCCCC3)cc3c(c21)C1CCC3O1 (stereo not drawn)
-1,8,CCCC(=O)N1CCC1(C)C(=O)NCc1ccc(C(C)C)cc1 (stereo not drawn)
2,20,N#Cc1ccc(C(=O)N2CCCCC2c2cc(C(=O)Nc3cccc(C#N)c3)no2)cc1 (stereo not drawn)
0,12,CCOC(=O)[C@]12CCCC=C1N(Cc1ccc3c(c1)OCO3)C(=O)[C@H](CC(=O)N1CCSCC1)C2

Molecules shown so far that have a tert-butyl group (two):
SENP1 inh,SENP8 inh,molecule
4,10,Cc1cc(C(=O)N2CCC2(C)C(=O)O)nn1C(C)(C)C (stereo not drawn)
2,21,CC1=C(C(=O)N(C(C)C)C(C)C)CC(CC(=O)NC(c2ccccc2)c2ccccc2)C(=O)N1Cc1ccc(C(C)(C)C)cc1 (stereo not drawn)

More compounds:
SENP1 inh,SENP8 inh,molecule
-5,-3,COC(=O)[C@@]1(Cc2ccc(OC)cc2)[C@H]2c3cc(C(=O)N4CCCC4)n(Cc4ccc(S(C)(=O)=O)cc4)c3C[C@H]2CN1C(=O)c1ccccc1
-1,-6,CCC(C)[C@H]1CNC(=O)C(=O)N1CCc1cccc2ccccc12 (stereo partly drawn)
2,9,CC(=O)N1CCN(C(=O)OC2CC3CC2[C@H]2CCCCN2C3=O)CC1 (stereo partly drawn)
3,8,CCOC(=O)c1cc2ccccc2n1C1CCN(CCc2ccccc2)CC1
1,21,CCCCN(C(=O)c1ccccc1Cl)C(CC(C)C)c1nc2ccccc2[nH]1 (stereo not drawn)
-2,-5,CCOC(=O)N(C)c1c(CC)nc2c(OCc3ccc(Cl)cc3)cccn12
2,4,CCN(CC)C(=O)c1cccc(-c2csc(C(O)c3ccccc3)n2)c1 (stereo not drawn)
2,16,Cc1ccc(CN2C(=O)CCC2(C)c2nnnn2-c2ccc3c(c2)OCCO3)cc1 (stereo not drawn)
-2,9,CC(=O)Oc1ccc(Cn2c(C)c(C(=O)NCCC#N)sc2=O)cc1
-2,16,Cc1cccnc1C(NC(=O)C1CCN(CCOc2ccc(F)cc2)CC1)c1ccc(Cl)cc1 (stereo not drawn)
-4,33,Cc1cccc(C)c1NC(=O)C1(C)CN(S(C)(=O)=O)CC(=O)N1CCCN1CCOCC1 (stereo not drawn)
3,15,Nc1ncnc2c1ncn2[C@@H]1O[C@H](C(=O)NCC(F)(F)F)[C@@H](O)[C@H]1O
-1,11,CC1C(=O)N(Cc2cn(Cc3ccco3)nn2)CCS(=O)(=O)N1Cc1ccc(-c2ccccc2Cl)cc1 (stereo not drawn)
3,26,COC(=O)[C@@]12C[C@@H](CC(=O)NCc3cccc(C(F)(F)F)c3)C(=O)N(Cc3ccccc3)C1=CCC(C)(C)C2
-3,-70,CCN(Cc1ccccc1)c1cc2c(c3c1ccn3C)C1CCC2O1 (stereo not drawn)
-48,-456,Cc1ccc(-c2cc(NC=O)c3ncc(-c4cnn(C)c4)n3c2)cc1
1,19,CC(=O)Nc1ccc(C(=O)N2CCOCC2c2cc(C(=O)NCc3ccccc3)no2)cc1 (stereo not drawn)
2,17,CC(C)(C)S(=O)N1Cc2cc(C(=O)NCC(F)(F)F)nc(-c3cccc(-c4cccc(F)c4)c3)c2[C@@H]1CCO (stereo partly drawn)
0,8,Cc1ccc(C(O)c2ncc(-c3ccc(Cl)cc3)[nH]2)c(C)c1 (stereo not drawn)
-1,8,OC(c1cc(Cl)cc(Cl)c1)c1ncc(-c2ccccc2C(F)(F)F)[nH]1 (stereo not drawn)
-1,13,COc1ccc(-c2c(C(=O)c3ccc(Br)cc3)[nH]c(N)c2C(=O)c2ccccc2)cc1OC
1,8,Cc1noc(C)c1C(=O)N1CCC1(C)C(=O)NS(=O)(=O)c1ccc(Cl)cc1 (stereo not drawn)
1,13,Cc1ccc(S(=O)(=O)N2C[C@H]3C(=O)C[C@@H](c4ccccc4)N(S(=O)(=O)c4ccc(C)cc4)[C@H]3C[C@H]2c2cccc(C)c2)cc1
-4,19,Cc1ccc(C(NC(=O)C2CCN(CCOc3ccccc3)CC2)c2ccccn2)cc1 (stereo not drawn)
-1,16,Cc1nc(C(F)(F)F)ccc1C(=O)N1CCC1(C)C(=O)NS(=O)(=O)c1ccc(F)cc1F (stereo not drawn)
0,4,CC1(C(=O)NCc2cccc(C(F)(F)F)c2)CCN1Cc1ccc2ccccc2c1 (stereo not drawn)
0,10,O=C1N2CCCCC1(Sc1ccccc1)CCC2 (stereo not drawn)
3,12,CC1(C(=O)NS(=O)(=O)c2cccc(F)c2)CCN1C(=O)Cc1ccc(Cl)cc1Cl (stereo not drawn)
-1,14,CC(=O)NC(c1ccccc1)c1nc(-c2cc3ccccc3o2)cs1 (stereo not drawn)
1,-13,CC(=O)NC(c1cccc(F)c1)c1nc(-c2ccccc2)cs1 (stereo not drawn)
